Screens: PubChem, several laboratories
Myeloid diff MLP – induction of myeloid progenitor differentiation, primary screen, cell-based, flow cytometry, MLPCN library; ER-HoxA9 myeloid progenitors, lysozyme-GFP differentiation; calls only at 10 µM; actives 1% (n = 360,000); AID 624256, 2012;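 active = normalized GFP-positive differentiation at or above the plate's own cutoff, the solvent-only control mean plus 3 SD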;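 note: cells exposed to compound for four days before flow analysis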
human PMI inhibition – inhibitors of human PMI, primary screen, biochemical, fluorescence intensity, coupled assay (AID 1209) | actives 0.42% (n = 190,000) | inhibition, % at 20 µM, or IC50 in µM where a hit was titrated | purified PMI enzyme, coupled fluorescence intensity; higher % means a stronger effect | Mannose-6-phosphate isomerase (Homo sapiens);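 note: plate controls were DMSO vehicle for no effect and wells lacking substrate for full effect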
PMI inhibition – human PMI inhibitors, high substrate, primary screen, biochemical, fluorescence intensity, high mannose 6-phosphate (AID 1220). Mannose-6-phosphate isomerase (Homo sapiens). actives 0.66% (n = 190,000). recombinant PMI enzyme, coupled fluorescence intensity; higher % means a stronger effect. one-dose inhibition, % at 20 µM; IC50 in µM for titrated hits
Lipid droplet – inhibitors of hepatocyte lipid droplet formation, primary screen, imaging, high-throughput imaging, BODIPY stain | inhibition, % at 6.5 µM | AML12 mouse hepatocytes, oleate lipid droplets | actives 0.4% (n = 240,000);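 active = lipid droplet intensity inhibited by at least 50%, with more than 500 cells counted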
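Technique: fluorescence imaging, 20x objective, two fields per well / Assay system: AML12 hepatocytes (mouse) / Measure: % inhibition of lipid droplet signal / Doses: 6.5 µM single-point dosing / Incubation: overnight exposure / Reagent: 100 µM oleic acid challenge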
TNAP activators – human TNAP enzyme activators, primary screen, biochemical, luminescent, no phosphate acceptor, uHTS (AID 1001); Alkaline phosphatase, tissue-nonspecific isozyme (Homo sapiens); purified TNAP, luminescent activation assay, no phosphate acceptor; higher activation fold means a stronger effect; activation fold at 20 µM, or EC50 in µM where a hit was titrated; actives 0.03% (n = 200,000); in the data active = activation fold from about 3, or a potency from the dose series; inactive = the rest, 99 in 100 with activation fold below about 1.6; note: many of its hits are not listed in these tables
CSM14.1 death rescue – rescue of cells from ER stress-induced death, primary screen, 384-well, CSM14.1, thapsigargin, ATP luminescence (AID 1222). 190,000 tested, under 10 active. one-dose cellular ATP content (survival), % at 20 µM; EC50 in µM for titrated hits. CSM14.1 thapsigargin-induced death rescue, ATP luminescence; higher % means a stronger effect;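 active = EC50 below 50 µM in the dose-response confirmation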;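 note: death triggered by thapsigargin at about 15 µM added after 2 h compound pretreatment; cell ATP read after overnight thapsigargin exposure of roughly 18 to 22 hours; normalized against plate controls of thapsigargin alone and 5% DMSO vehicle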
UTI89 phage lysis – inhibition of K1F phage lysis, E. coli UTI89, bacterial capsule biogenesis inhibitors, alamar blue (AID 488966); actives 0.02% (n = 340,000); inhibition, % at 100 µM; hits with a dose series show IC50 in µM; E. coli UTI89 K1F phage lysis, alamar blue, 2 h; higher % means a stronger effect;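 active = phage lysis inhibition, versus mean bacterial control, above a set limit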;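 note: capsule biogenesis inhibitors block K1F phage lysis so surviving cells raise fluorescence; higher fluorescence means more inhibition of phage lysis; actives were called in the ten point dose series up to 300 µM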
M1AAP inhibition – P. falciparum M1AAP inhibitors, biochemical, fluorogenic H-Leu-NHMec substrate, 1536-well (AID 1445). one-dose inhibition, % at 30 µM; IC50 in µM for titrated hits. recombinant M1AAP, H-Leu-NHMec fluorogenic kinetic assay; higher % means a stronger effect. Aminopeptidase N (Plasmodium falciparum (isolate 3D7)). actives 0.42% (n = 220,000);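 active = primary inhibition above the hit cutoff, then over 50% inhibition at one or more dose response concentrations, cut at about 23% in these data, passing the limit was not always enough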;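 note: plate controls were DMSO full reaction for no effect and no enzyme background for full effect; strong numbers were not always called active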
WT yeast gro inh – growth inhibition of WT strain, primary screen, mitochondrial fusion inhibitor project, WT and mutant strains, chemical genetic | mitochondrial fusion phenotypic screen | inhibition, % at 10 µM | actives 2.1% (n = 190,000); in the data active = inhibition above about 58%; tested in S. cerevisiae
WT yeast gro inh mutant strain – second read-out of WT yeast gro inh, no call of its own (marks repeat the call); inhibition, %; mitochondrial fusion phenotypic screen, mutant strain inhibition
Lipid droplet cells 6.5 µM – further read-out of Lipid droplet, marked with its call; cell count; measured here: cell count, cytotoxicity flag;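 cells counted across two imaged fields per well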
Myeloid diff MLP GFP+ MAC1+ % – also measured in Myeloid diff MLP; calls as there; GFP+ MAC1+ double positive, %; measured here: differentiation confirmed by MAC1 staining
Active calls of the source: *; i = inactive; nt = no result given; + = active, no number; [ ] = dose if it differs, or a comment. Cut-off read from the data, not from the text of the source, unless noted: active = inhibition above about 50%; inactive = the rest.

SMILES | Myeloid diff MLP | Myeloid diff MLP GFP+ MAC1+ % | human PMI inhibition | PMI inhibition | Lipid droplet | Lipid droplet cells 6.5 µM | TNAP activators | CSM14.1 death rescue | UTI89 phage lysis | M1AAP inhibition | WT yeast gro inh | WT yeast gro inh mutant strain
O=C1c2ccc3c4c(ccc(c24)C(=O)N1c1ccc2ccccc2c1)CC3 | i | 0.6 | -7.8% | 4.0% | nt | nt | 1.1 | -1.1% | 0.7% | -3.7% | 12.4 | -19.4
O=C1CCCC2=C1C(c1ccc(O)cc1)c1c(ccc3ccccc13)N2 (stereo unspecified) | i | 0.1 | -3.2% | 16.4% | -12.5 | 688 | 1.1 | -1.8% | nt | 2.5% | -3.1 | 3.9
Cc1cc(=O)oc2cc(OCC(=O)N/N=C/c3cc([N+](=O)[O-])ccc3O)ccc12 | nt | nt | 0.7% | 2.7% | -5.7 | 656 | 0.1 | 2.8% | 0.1%[50 µM] | 15.7% | -1.1 | 6.2
NS(=O)(=O)c1ccc(NC(=S)NC(=O)C2CCCCC2)cc1 | i | 0.1 | 2.8% | -1.2% | 8.3 | 711 | 1 | -1.2% | -0.2% | 12.3% | -5.6 | 18.9
Cc1ccc(C)c(S(=O)(=O)NCCOC(=O)Nc2sc(=S)n(C)c2C)c1 | i | 9.0 | -0.3% | -2.0% | -3.8 | 777 | 1 | -1.1% | -1.4% | 4.1% | 24.2 | -0.4
Cc1cccc(C(=O)N2CCN(Cc3ccc4c(c3)OCO4)CC2)c1 | i | 0.5 | -2.0% | 1.1% | nt | nt | 1.1 | 0.0% | 3.9% | 4.6% | 11.2 | 3.8
CCC(=O)Nc1ccc2c(c1)C(=O)N(C)C2=O | i | 1.1 | -1.8% | 8.2% | 3.3 | 779 | 1 | -1.1% | 1.2% | -6.0% | -4.5 | 5.2
Cc1cccc(NC(=O)C2CCCN2S(=O)(=O)c2ccc3c(c2)n(C)c(=O)c(=O)n3C)c1 (stereo unspecified) | i | 3.3 | -10.9% | -6.0% | 8.4 | 738 | 1.1 | -1.6% | -2.6% | 3.9% | -7.2 | -14.5
CN(C)CCNC(=O)c1cc(Br)ccc1Cl | i | 0.5 | 4.9% | 3.8% | nt | nt | 1.1 | -1.0% | 7.4% | 1.8% | -13.4 | -3.6
CCN1CCN(C(=S)c2ccc(Br)cc2)CC1 | i | 4.4 | -17.7% | -11.0% | nt | nt | 1 | -1.0% | 1.8% | 4.7% | -21.1 | -6.2
CC(=O)Nc1cccc(-n2nnc(SCC(=O)Nc3ccccc3)n2)c1 | i | 0.4 | nt | nt | -5.1 | 751 | nt | nt | -0.1% | -0.5% | nt | nt
COCCN(CC(=O)NCc1ccc(F)cc1)C(=O)CCC(=O)Nc1nccs1 | i | 0.2 | 5.4% | 5.5% | -1.3 | 716 | 1.1 | -4.7% | 0.2% | -3.4% | -10.5 | -13.1
CC1CCN(C(=O)Nc2ccc3nsnc3c2)CC1 | i | 1.4 | 35.1% | 62.0%* | nt | nt | 1.1 | -1.0% | 2.7% | -3.7% | 5.8 | 12.4
COc1ccccc1NC(=O)N(Cc1ccco1)Cc1cc2c(C)ccc(C)c2[nH]c1=O | i | 1.3 | -19.4% | -29.9% | -18.2 | 696 | 1.1 | 1.1% | 0.3% | 6.2% | 20.1 | 1.8
CN(C(=O)COc1ccc(Cl)cc1Cl)c1nnc(C23CC4CC(CC(C4)C2)C3)s1 | i | 5.3 | 12.2% | 13.3% | 0.6 | 748 | 1 | 10.2% | 0.1% | 1.9% | 22.7 | -10.6
CC1=CCC(C(=O)O)C(C(=O)Nc2nc3ccc(S(C)(=O)=O)cc3s2)C1 (stereo unspecified) | + | 2.0* | -15.1% | -18.4% | 4.6 | 719 | 1.1 | -1.1% | 0.1% | 1.9% | -4.5 | 1.3
COc1ccccc1NC(=S)NCCc1ccc(F)cc1 | i | 0.1 | 6.2% | 5.0% | -17.8 | 696 | 1 | 0.6% | 0.3% | 4.9% | 8.2 | 30.8
O=S(=O)(c1ccc(S(=O)(=O)N2CCN(C/C=C/c3ccccc3)CC2)cc1)N1CCCC1 | i | 0.5 | -1.2% | 15.4% | nt | nt | 1.1 | 0.9% | 3.1% | -2.4% | 10.7 | 9.8
CCC(C)Sc1nc2c(c(=O)[nH]c(=O)n2C)n1CCc1ccccc1 (stereo unspecified) | i | 1.0 | 6.2% | 11.3% | 21.1 | 765 | 1 | -2.0% | 0.2% | 2.2% | 14.1 | 6.7
O=C(NNS(=O)(=O)c1ccccc1F)c1sccc1-n1cccc1 | i | 0.6 | -5.5% | -7.6% | -5.8 | 705 | 1 | 2.2% | -0.2% | 1.6% | -21.8 | 1.6
CC(C)[C@@H]1NC(=O)c2cc([N+](=O)[O-])cc(I)c2NCCC[C@@H](C(N)=O)NC(=O)[C@H](CO)NC1=O | nt | nt | -30.9% | -22.3% | 0.6 | 783 | 1 | -4.3% | nt | 9.4% | -11.6 | -23.2
CC1CCCCC1NS(=O)(=O)c1ccc(S(=O)(=O)NCc2ccncc2)cc1 (stereo unspecified) | nt | nt | 13.5% | 4.1% | nt | nt | 1 | -0.8% | nt | 2.8% | 6.9 | -5.4
COC(=O)CN1C(=S)N(c2ccc(Cl)cc2)C(=O)C1CC(=O)Nc1ccc(F)cc1 (stereo unspecified) | i | 0.7 | 16.5% | 13.1% | 5.2 | 766 | 1.3 | -4.2% | -2.5% | 5.3% | 27.5 | 26.1
O=C(O)c1ccc2c(=O)n3c(nc2c1)/C(=C/c1ccccc1C(F)(F)F)CCCC3 | i | 0.0 | 14.8% | 7.5% | -13.1 | 565 | 1 | -0.6% | 1.1%[50 µM] | 0.6% | 4.2 | 2.1
CCCCn1c(SCC(=O)N2CCCC2)nc2cc(S(N)(=O)=O)ccc21 | i | 0.4 | -7.7% | 1.7% | -9.2 | 704 | 1 | -1.8% | 0.6% | 2.4% | 8.0 | 17.8
CCOC(=O)C1CCCN(S(=O)(=O)c2cc(OCC(=O)NC3CCCCC3)c(C)cc2Cl)C1 (stereo unspecified) | i | 1.4 | 15.8% | 14.4% | -3.5 | 753 | 1 | -0.3% | 0.2% | -0.6% | 1.3 | -8.9
c1ccc2c(c1)ccc1ncccc12 | i | 1.2 | -6.2% | -5.5% | 21.3 | 676 | 1.1 | -1.4% | 0.2% | 6.7% | 8.2 | 5.3
O=C(CN(C1CCCCC1)S(=O)(=O)c1ccc(F)cc1)NCc1ccncc1 | i | 2.9 | 9.1% | 12.8% | nt | nt | 1.3 | -0.5% | 0.4% | 4.3% | 6.5 | 0.7
CCC(=O)Oc1ccc2oc(=O)cc(C)c2c1 | i | 3.8 | -0.2% | 7.8% | -1.8 | 644 | 1 | -0.4% | 2.5%[50 µM] | 5.3% | -5.9 | -3.1
COC(=O)c1ccc(NC(=O)CN2C(=O)CNC2=O)cc1 | i | 0.8 | -11.6% | -12.8% | 6.0 | 767 | 1 | -3.3% | -1.6% | -3.2% | 10.7 | 31.2
CCN(CC)c1ccc(C(=O)NC(=S)N2CCN(Cc3ccc4c(c3)OCO4)CC2)cc1 | i | 0.7 | 18.3% | 14.0% | -6.9 | 452 | 1.2 | -1.4% | 0.5% | 5.5% | 24.8 | 3.1
CC1CC(C)CN(S(=O)(=O)c2ccc3c(c2)n(C)c(=O)c(=O)n3C)C1 (stereo unspecified) | i | 0.2 | nt | nt | 15.2 | 711 | nt | nt | -0.9%[50 µM] | 4.5% | nt | nt
Cc1ccc(-n2cc(CN3CCN(c4ccccn4)CC3)c(-c3ccc(F)cc3)n2)cc1 | i | 0.4 | 14.1% | 11.4% | -1.7 | 705 | 1.2 | 3.9% | 0.4% | 4.3% | 58.9 | 59.5
COc1ccc(C(=O)NC(=S)Nc2nnn(C)n2)cc1 | i | 0.1 | 26.3% | -2.6% | 1.2 | 613 | 1.1 | -2.7% | 5.2% | 6.3% | 14.2 | 15.1
Cc1ccccc1Cn1c(=O)sc2ccccc2c1=O | i | 0.3 | 6.0% | 8.6% | -19.8 | 693 | 1 | -1.3% | -0.8% | 1.2% | 2.2 | -8.2
Fc1cccc(Cl)c1CNn1cn[nH]c1=S | i | 0.0 | 6.6% | 10.7% | -27.6 | 662 | 1.1 | 1.2% | -0.1% | 0.5% | 0.8 | 6.7
O=S(=O)(NCc1cccs1)NCc1ccccc1F | i | 0.5 | 2.5% | 4.9% | 10.7 | 706 | 1.1 | -0.9% | 0.1% | 4.5% | -6.8 | -1.5
CCc1nn(CC(=O)NCCN2CCN(C)CC2)c(=O)c2cc3occc3n12 | i | 0.9 | -4.3% | -13.6% | -3.4 | 810 | 1 | 4.0% | 1.2% | 3.7% | 9.1 | -12.2
COCCCNC(NC(=O)c1ccc(Cl)cc1)C(Cl)(Cl)Cl (stereo unspecified) | i | 0.8 | 9.3% | 10.0% | nt | nt | 1.1 | -0.1% | -0.2% | -1.8% | 5.4 | 12.4
O=S(=O)(c1ccc(N2CCCC2)cc1)C(F)(F)F | + | 4.1* | 2.3% | -3.0% | -14.5 | 618 | 1 | nt | 5.1% | 2.6% | 17.1 | -10.0
O=C(CN1CCC(n2nnc3cc(C(F)(F)F)ccc32)CC1)N1CCc2ccccc21 | i | 2.0 | 7.5% | 9.0% | nt | nt | 1.1 | 2.7% | 3.6% | -0.4% | 1.4 | 3.5
O=C(Cn1nc(-c2ccccc2)ccc1=O)NCC1COCCO1 (stereo unspecified) | i | 1.2 | 2.2% | 3.7% | 0.5 | 723 | 1.1 | -1.1% | 7.1% | 2.3% | -7.0 | 3.2

An unsorted share of the library; any-hit rate near 4.6%.
